B2AR arrestin – qHTS assay of beta-arrestin-biased ligands of beta2-adrenergic receptor; Potency, µM (top dose mostly 46.1 µM), inactives show at the highest dose activation, hits mostly activators; actives 0.02% (n = 330,000); AID 492947, 2010; Beta-2 adrenergic receptor (Homo sapiens), P07550; beta-arrestin recruitment to beta2AR, cell-based reporter;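 further: potency means the concentration at half of the fitted maximal effect; 0% = DMSO controls and full agonism = EC100 isoproterenol or metaproterenol; nearly all actives have a fitted effect of over 65% in size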
Target sequence (P07550 whole entry, looked up): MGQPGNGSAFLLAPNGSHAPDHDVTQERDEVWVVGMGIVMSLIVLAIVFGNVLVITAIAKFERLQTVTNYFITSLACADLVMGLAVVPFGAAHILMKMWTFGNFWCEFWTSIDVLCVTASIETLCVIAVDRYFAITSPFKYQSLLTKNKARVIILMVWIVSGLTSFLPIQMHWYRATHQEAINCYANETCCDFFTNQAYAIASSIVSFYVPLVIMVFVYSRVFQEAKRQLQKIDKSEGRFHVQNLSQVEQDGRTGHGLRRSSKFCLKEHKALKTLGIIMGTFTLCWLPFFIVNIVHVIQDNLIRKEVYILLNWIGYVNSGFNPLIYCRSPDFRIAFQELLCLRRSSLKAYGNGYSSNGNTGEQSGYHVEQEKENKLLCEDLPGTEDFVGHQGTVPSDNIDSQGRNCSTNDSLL
PKM2 act – qHTS Assay for Activators of Human Muscle isoform 2 Pyruvate Kinase. AID 1631, 2009. Potency, µM (doses to about 57.5 µM), for inactives: at the highest dose activation, actives largely listed as activators. Pyruvate kinase PKM (Homo sapiens), P14618. actives 0.34% (n = 260,000). purified PKM2, Kinase-Glo ATP luminescence, activation; response scale: 0% is enzyme alone, no compound; further: potency means the concentration at half of the fitted maximal effect; nearly all actives have a fitted effect of over 55% in size
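Purified hPK-M2 (>95% pure) converted ADP (0.1 mM final) to ATP with 0.5 mM PEP in 50 mM imidazole pH7.2, KCl, MgCl2, Tween 20, BSA; 1 h at room temperature. ATP detected by Kinase-Glo luminescence.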
Giardia kill – Small Molecules that selectively kill Giardia lamblia: qHTS | Giardia lamblia trophozoite viability | activity change, % at 7.66 µM, hits read low | actives 0.15% (n = 340,000) | AID 540267, 2011; in the data active means activity change below about -80%; inconclusive means between about -30% and that limit;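 further: parasites exposed to compound for two days anaerobically before the ATP read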
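Killing of trophozoites was scored by loss of ATP luminescence after a 48 hrs anaerobic exposure to compounds at 37 deg C, using 100 cells per well.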
KCNH2 3.1 block – qHTS for Inhibitors of KCHN2 3.1: Mutant qHTS; Potassium voltage-gated channel subfamily H member 2, brain isoform KCNH2 3.1 (human); U2OS KCNH2 3.1, thallium flux FluxOr; stronger effect = lower value; activity change, % (tested at about 1.8 µM); actives 0.95% (n = 340,000); AID 720553, 2013;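 active means maximum activity change below -70%; inconclusive means maximum activity change from -70% to -50%; inactive means maximum activity change above -50%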;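 further: thallium influx rate constant from kinetic fluorescence after stimulation buffer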
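Kinetic fluorescence (2 min after stimulation buffer) measures Tl+ influx through KCNH2 3.1 expressed by viral transduction in U2OS cells; the rate constant is normalized against DMSO controls serving as positive and negative references.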
GALK inhibitor – qHTS Assay for Inhibitors of Human Galactokinase (GALK) | P51570 | Purified GALK, Kinase-Glo residual ATP luminescence | Potency, µM (top dose mostly 57.5 µM), for inactives: at the top dose activity change, negative = inhibition, actives largely listed as inhibitors | actives 0.007% (n = 270,000); further: potency means the concentration at half of the fitted maximal effect
Target sequence (P51570 whole entry, looked up): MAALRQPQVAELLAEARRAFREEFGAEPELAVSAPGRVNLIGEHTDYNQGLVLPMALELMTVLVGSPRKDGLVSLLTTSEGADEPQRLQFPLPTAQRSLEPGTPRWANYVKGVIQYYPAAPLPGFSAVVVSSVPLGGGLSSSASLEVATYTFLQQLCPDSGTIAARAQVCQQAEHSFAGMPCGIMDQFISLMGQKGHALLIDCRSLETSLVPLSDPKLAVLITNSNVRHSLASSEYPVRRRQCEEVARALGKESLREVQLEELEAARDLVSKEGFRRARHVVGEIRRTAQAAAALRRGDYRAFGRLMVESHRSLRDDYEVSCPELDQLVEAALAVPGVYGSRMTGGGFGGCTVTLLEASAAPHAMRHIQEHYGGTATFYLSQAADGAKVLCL
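Compounds were pin-transferred into ATP buffer (35 uM final), then GALK plus galactose (5 nM, 100 uM final) was added. After 1 h at room temperature, Kinase-Glo Plus was added and luminescence read after 10 min.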
uPA generation – qHTS for Inhibitors of Cell Surface uPA Generation | AID 540303, 2011 | Potency, µM (titrated, usually from 38.3 µM), for the others: at the top dose activity change, negative = inhibition, actives largely listed as inhibitors | actives 0.31% (n = 330,000) | cell surface uPA generation assay, qHTS; active means well fitted inhibition curve with a large enough effect; inconclusive means small, poorly fitted or top-dose-only effect; inactive means no such curve, though single readings can be large or run the other way; tested in mouse RAW 264.7 cells; further: potency means the concentration at half of the fitted maximal effect; nearly all actives have a fitted effect of over 55% in size
USP2a inh – qHTS Assay for Inhibitors of Ubiquitin-specific Protease USP2a Using CHOP2 as the Reporter | AID 463254, 2010 | USP2 core, Ub-CHOP2 coupled fluorogenic reporter, 485/531 | actives 0.01% (n = 330,000) | Ubiquitin carboxyl-terminal hydrolase 2 (Homo sapiens), O75604 | Potency, µM (series often up to 38.3 µM), for the others: at the top dose activity change, negative = inhibition, actives largely listed as inhibitors;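 further: potency means the concentration at half of the fitted maximal effect; plate controls were DMSO wells for no effect and full inhibition by NEM control for full effect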
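USP2 core (10nM final) preincubated 30min RT with compound in 20mM Tris-HCl pH 8.0, 2mM CaCl2, 2mM beta-mercaptoethanol, 0.05% CHAPS; 25nM Ub-CHOP2 plus 25nM reporter substrate added, fluorescence (Ex485/Em531) read after 60min.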
hERG WT inh – qHTS for Inhibitors of KCHN2 3.1: Wildtype qHTS; Voltage-gated inwardly rectifying potassium channel KCNH2 (Homo sapiens), Q12809; AID 720551, 2013; activity change, % at 1.84 µM; actives 0.37% (n = 340,000); U2OS, BacMam KCNH2, thallium flux FluxOr; stronger effect = lower value;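 active means maximum activity change below -70%; inconclusive means maximum activity change between -70% and -50%; inactive means maximum activity change above -50%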
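U2OS cells transduced with wild-type KCNH2 virus are loaded with FluxOr dye for 45 min, and thallium flux is measured in kinetic reads before and after stimulation buffer. Rate constants are normalized to DMSO controls.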
Eya2 inh – qHTS Assay for Inhibitors of the Phosphatase Activity of Eya2 | Protein phosphatase EYA2 (Homo sapiens), O00167 | Potency, µM (top dose mostly 76.9 µM), for the others: top-dose activity, negative = inhibition, actives largely listed as inhibitors | actives 0.006% (n = 330,000) | recombinant Eya2, OMFP fluorescence dephosphorylation (OMFP is methylfluorescein phosphate); further: potency means the concentration at half of the fitted maximal effect
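Eya2 (0.2 uM) preincubated 10 min at ambient with compound, then OMFP substrate added at 50 uM; 10 min reaction in 50 mM HEPES pH 7.5, 50 mM NaCl, 5 uM MgCl2, 0.05% BSA, 1 mM DTT. Fluorescence read at Ex 485/Em 525 nm.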
BCR signal inh – qHTS Assay to Find Inhibitors of Chronic Active B-Cell Receptor Signaling; ABC-DLBCL IkBa-CBG/CBR reporter, luminescence ratio, 4 h; Potency, µM (titrated, usually from 46.1 µM), inactives show at the highest dose ratio change, negative = lower green/red ratio, most hits filed as inhibitors; actives 0.05% (n = 340,000); active means well fitted inhibition curve with a large enough effect in the signal ratio, with a control signal flat, not every such curve was filed as active; inconclusive means small, poorly fitted or top-dose-only effect, or effect the other way, or a change in a side signal; the % refers to the signal ratio;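 further: potency means the concentration at half of the fitted maximal effect; plate controls were basal doxycycline-induced cells for no effect and cells given 10 µM MG132 for full effect; MG132 reads +100%, hits lower the ratio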
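TMD8 ABC-DLBCL cells carrying doxycycline-inducible green luciferase fused to IkappaBalpha plus unfused red luciferase were exposed to compounds (up to 46 uM) for 4 hrs at 37C. Activity came from the overlap-corrected green/red luminescence ratio.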
Coupling enz – qHTS Assay for Inhibitors of Fructose-1,6-bisphosphate Aldolase from Giardia Lamblia: Coupling assay counterscreen | activity change, negative = inhibition, % at 58.2 µM, hits read low | actives 0.67% (n = 290,000) | AID 2472, 2010 | coupling enzyme system counterscreen, AmpLite Red fluorescence; in the data active means activity change below about -30%
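First, compound is pin-transferred into glyceraldehyde-3-phosphate coupling-enzyme reagent at 57.5 uM final and held 10 min at RT. Next, substrate, coupling system and AmpLite Red are added. After 20 min RT, fluorescence (525/598 nm) is read.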
The depositor's hits bear a star; ? = inconclusive; / = not tested or not shown; [ ] = remark or other dose. Unless noted, the call rests on the fitted dose curve; in most records, active means well fitted curve in the direction sought with a large enough effect; inconclusive means small, poorly fitted or top-dose-only effect, or another doubt; inactive means no such curve, though single readings can be large; an effect the other way counts as inactive or inconclusive. Unless noted, on the % scale 0 is the no-effect control and ±100 the full control effect.

mol	hERG WT inh	uPA generation	Eya2 inh	B2AR arrestin	BCR signal inh	USP2a inh	Coupling enz	KCNH2 3.1 block	Giardia kill	GALK inhibitor	PKM2 act
CN1CCN(C(=O)c2ccccc2NS(=O)(=O)c2ccc(F)cc2)CC1	2	1%	11%	0.1%	1%	2%	/	-18	-11	/	/
Cn1cc(S(=O)(=O)c2ccccc2)n(C)c1=O	5	/	-7%	0.1%	0%	2%	-2	-9	25	-1%	27%
COc1ccc(-c2nnc(SCC(=O)Nc3ccccc3OC)o2)cc1	12	-26%	-5%	0.4%	?	2%	2	18	-4	-1%	-6%
CCN(CC)c1ccc(/C=N\N2CCN(Cc3ccc(C)cc3)CC2)cc1	-9	-3%	0%	0.1%	-8%	0%	0	-4	-13	1%	3%
CC1(C)CCCN(C(=O)N2c3ccccc3Sc3ccccc32)C1	0	9%	-10%	-0.1%	0%	2%	2	12	4	/	1%
CC1=C(C(N)=O)C(c2sccc2C)n2nnnc2N1 (configuration not stated)	-8	1%	-1%	0.0%	-6%	6%	-1	5	8	2%	7%
COc1ccc(CN2C(=O)C(C)Nc3ncnc(N4CCN(c5ccccn5)CC4)c32)cc1 (configuration not stated)	24	-19%	5%	-0.1%	-2%	0%	/	-1	19	/	/
CC12CCC(C(=O)NCc3ccc(F)cc3)(OC1=O)C2(C)C (configuration not stated)	-6	4%	5%	-0.9%	?	1%	-5	4	-19	3%	-2%
N#CCc1ccccc1C(=O)OCC(=O)N(Cc1ccccc1)Cc1ccccc1	10	-4%	0%	-0.1%	6%	-10%	/	-20	14	/	/
CC(C)(C)OC(=O)C[C@@H]1C/C=C\C[C@@H](CC(=O)N(CCO)Cc2ccccc2)C(=O)N[C@H](C(C)(C)C)COC1=O	-8	11%	-30%	3.1%	-1%	5%	/	-16	8	/	/
CCCCCCCC(=O)NNC(=O)c1ccc(F)cc1	-13	/	?	-0.7%	2%	0%	4	-4	-1	-2%	-2%
CC1(C)Cc2c(sc3nc(=S)[nH]c(N)c23)CO1	/	/	-1%	0.2%	-1%	1%	-3	/	/	0%	0%
Cc1cc(NC(=O)CSc2nnnn2C)n(-c2ccccc2)n1	-6	-11%	23%	0.3%	17%	0%	3	5	-10	2%	3%
O=C(OCC(=O)N1CCOCC1)c1ccc(Cl)nc1	9	/	1%	-0.7%	5%	-5%	4	11	-10	-1%	-8%
Cc1ccccc1CC1(CO)CCCN(Cc2ccn[nH]2)C1 (configuration not stated)	-1	2%	-9%	0.2%	-21%	-1%	-1	14	17	0%	-4%

Structural class: the entries above containing a thiophene ring, fused or not (2)
mol	hERG WT inh	uPA generation	Eya2 inh	B2AR arrestin	BCR signal inh	USP2a inh	Coupling enz	KCNH2 3.1 block	Giardia kill	GALK inhibitor	PKM2 act
CC1=C(C(N)=O)C(c2sccc2C)n2nnnc2N1 (configuration not stated)	-8	1%	-1%	0.0%	-6%	6%	-1	5	8	2%	7%
CC1(C)Cc2c(sc3nc(=S)[nH]c(N)c23)CO1	/	/	-1%	0.2%	-1%	1%	-3	/	/	0%	0%

Other structures follow.
mol	hERG WT inh	uPA generation	Eya2 inh	B2AR arrestin	BCR signal inh	USP2a inh	Coupling enz	KCNH2 3.1 block	Giardia kill	GALK inhibitor	PKM2 act
CC(=O)O[C@H]1C[C@@H]2CC[C@@H]3[C@H](CC[C@@]4(C)[C@H]3C[C@H]([N+]3(C)CCCCC3)[C@@H]4OC(C)=O)[C@@]2(C)C[C@@H]1[N+]1(C)CCCCC1	0	10%	2%	/	/	/	/	2	-16	/	/
O=C(OC(C(=O)O)C(OC(=O)c1ccccc1)C(=O)NCc1ccccc1)c1ccccc1 (configuration not stated)	-1	-1%	15%	-0.9%	-14%	1%	/	5	1	1%	-1%
O=c1[nH]cnc2sc3c(c12)CCN(Cc1ccccc1)C3	8	4%	-1%	-0.2%	-1%	2%	-5	19	1	1%	5%
Cc1cccc(Cc2cnc(N3C(=N)SC(c4ccccc4)C3=O)s2)c1 (configuration not stated)	-1	-10%	-6%	-0.3%	5%	0%	3	4	4	0%	0%
COc1ccc2c(C)c(CC(=O)N3CCN(C(=O)C4COc5ccccc5O4)CC3)c(=O)oc2c1C (configuration not stated)	11	16%	4%	0.4%	6%	-2%	3	-13	17	-1%	-3%
COc1cc(C2C(C#N)=C(N)Oc3cc(O)ccc32)cc(OC)c1OC (configuration not stated)	1	?	2%	-0.4%	?	-1%	0	-1	-2	-1%	-1%
CCOC(=O)C1=C(C)N(C)C(=O)NC1c1cc2c(cc1Br)OCO2 (configuration not stated)	-3	1%	17%	-1.6%	0%	-5%	-2	-11	-3	-3%	16%
CSc1nc2sc3c(c2c2nnnn12)CCC3	/	/	1%	0.0%	-1%	-2%	5	/	/	2%	1%
COc1ccc([N+](=O)[O-])cc1NCc1cccnc1	6	-2%	3%	-0.6%	-4%	-2%	-10	-6	-5	1%	2%
COc1ccccc1/C=C/C(=O)NC(=S)NC(C)C	2	2%	1%	-0.2%	?	-6%	1	-15	-26	-1%	-22%
CC(C)[C@H](NS(=O)(=O)c1ccc(Cl)cc1)C(=O)OCC(=O)NCCN1C(=O)CSC1=O	-4	2%	0%	-0.5%	1%	1%	4	10	-6	3%	-1%
CC(=O)N1CCN(c2ccc(NC(=O)c3ccc4c(c3)OCO4)cc2)CC1	13	1%	9%	-0.8%	?	0%	2	-3	-29	2%	4%
CCC(=O)Nc1nc(C)c(C(=O)Nc2cccc(Cl)c2)s1	-12	-11%	1%	5.0%	?	-4%	4	0	0	-5%	1%
CS(=O)(=O)c1ncc(Cl)c(C(=O)Nc2ccc3ccccc3c2)n1	3	-19%	1%	0.0%	?	-1%	-1	-48	-16	3%	?
O=C(Cc1ccccc1)NCC(=O)OCC(=O)c1ccc(Cl)cc1	-6	5%	-15%	0.2%	3%	0%	/	2	-6	0%	-2%
Cc1nc(NC(=O)c2ccccc2)sc1-c1csc(Nc2cccc(Cl)c2)n1	/	/	7%	-0.4%	?	4%	0	/	/	5%	-8%
CCOC(=O)c1sc(NC(=O)CSc2nnc(-c3ccco3)n2CC)c(C(=O)OCC)c1C	5	8%	-3%	-0.3%	0%	2%	1	-23	3	1%	27%
CCOc1cc(C)nc(Oc2ccc(=O)[nH]n2)n1	-2	4%	-3%	-0.3%	-2%	-1%	-1	7	4	0%	-23%
O=C(c1ccc2c(c1)OCCO2)N(c1ccccn1)C1CCCCC1	5	2%	17%	-0.1%	1%	2%	3	10	1	1%	-13%
CCn1c(Cc2ccccc2)nnc1SCC(=O)Nc1nc(C)cs1	4	3%	-6%	-0.7%	-11%	0%	-4	20	-4	-5%	-16%
CCOc1ncccc1C(=O)OCC(=O)Nc1ccc2c(c1)OCO2	11	-11%	-4%	0.0%	0%	-1%	3	-10	14	2%	-1%
O=C(CN1N=C(c2ccccc2)CCC1=O)NCc1cccs1	4	0%	5%	0.2%	1%	7%	0	5	-1	-2%	16%
Cc1cc(C)nc(SCc2nnc(SCC(=O)Nc3nc(-c4ccccc4)cs3)n2C)n1	5	1%	3%	0.2%	8%	-2%	1	-26	30[activator]	0%	5%
CCCCC(=O)NC(=S)Nc1cc(C(=O)O)ccc1Cl	-18	0%	-2%	-0.9%	20%	-2%	10	-2	-9	-4%	-3%
Cc1ccc2c(c1)c(=O)c1c3n2CCN(C(=O)CCl)C3CC1 (configuration not stated)	-29	2%	-10%	-0.7%	?	3%	-42*	9	-24	-3%	-9%
CCOC(=O)c1ccc(NC(=O)c2cc3ccccc3o2)cc1	3	3%	-4%	-0.7%	?	0%	-10	-2	-4	2%	-4%
CCN1CCN(CCCNC(=O)c2ccc(/C=C3/Sc4ccccc4N(Cc4ccccc4F)C3=O)cc2)CC1	17	-8%	-19%	-1.3%	?	-28%	1	-7	29	-3%	5%
Cc1ccc(CC(=O)N(Cc2ccccc2)c2ccccn2)cc1	/	-1%	-4%	-0.1%	7%	3%	4	-11	16	-2%	-3%

Screening results deposited in PubChem by National Center for Advancing Translational Sciences (NCATS).
